Source: PubChem (Sanford-Burnham Center for Chemical Genomics)
CHOP UPR activ: activators of apoptotic arm of unfolded protein response (CHOP). CHO-CHOP luciferase reporter, UPR activation, luminescence; percent of tunicamycin response over DMSO baseline. AID 449763. 330,000 tested, 0.34% active. activation, % at 10 µM;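 active = at 10 µM dose, activation of 40% or more, normalized to positive control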;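 note: 100% = tunicamycin at 10 µg/mL and 0% = DMSO alone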
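Material: CHO-CHOP cells, stable luciferase reporter of PERK-eIF2a-CHOP signalling; quantity: 500 reporter cells seeded per well; buffer or medium: F12 medium containing 10% fetal bovine serum; compound: one dose, 10 µM in 0.5% DMSO; incubation: 6 h compound treatment, 37 °C; measured by: Steady-Glo luciferase luminescence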
tim23-1 inh: inhibits growth of tim23-1 mutant yeast | inhibition, % at 20 µM | 330,000 tested, 1.3% active | S. cerevisiae tim23-1 growth, BacTiter-Glo luminescence, 24 h | AID 463212;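 active = growth inhibition of the mutant yeast at or above 50%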;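 note: temperature-sensitive mutant grown at 25 °C; plate controls were DMSO-treated mutant yeast for no effect and medium wells lacking yeast for full effect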
TIM10 inh: inhibits growth of TIM10 yeast strain; S. cerevisiae TIM10 strain growth, BacTiter-Glo luminescence, 24 h; inhibition, % at 10 µM; 330,000 tested, 1.4% active; AID 463195;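 active = inhibition of 40% or more at the single tested concentration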;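 note: wild-type TIM10 isogenic control strain grown at permissive 25 °C; 0% = DMSO yeast wells and 100% = minimal medium wells without yeast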
CXCR6 inh: CXCR6 (human) receptor inhibition; AID 602244; 360,000 tested, 0.36% active; inhibition, % at 20 µM; CHO-K1 PathHunter CXCR6 beta-arrestin, luminescence; O00574; in the data active = inhibition above about 34%, passing the limit was not always enough;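 note: antagonist mode with CXCL16 agonist at 10 nM final; 0% = 10 nM CXCL16 with DMSO and 100% = unstimulated wells without agonist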
Target sequence (O00574 whole entry, looked up): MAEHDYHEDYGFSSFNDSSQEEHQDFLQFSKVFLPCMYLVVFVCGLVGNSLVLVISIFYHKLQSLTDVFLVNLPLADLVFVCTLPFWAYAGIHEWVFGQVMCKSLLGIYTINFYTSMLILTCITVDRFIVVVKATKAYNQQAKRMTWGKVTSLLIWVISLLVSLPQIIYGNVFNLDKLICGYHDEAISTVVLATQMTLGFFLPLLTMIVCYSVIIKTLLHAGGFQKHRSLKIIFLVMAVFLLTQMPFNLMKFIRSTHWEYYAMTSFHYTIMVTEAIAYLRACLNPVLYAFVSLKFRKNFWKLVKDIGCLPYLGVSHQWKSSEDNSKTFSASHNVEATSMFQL
UPR XBP1 act: activators of adaptive arm of unfolded protein response (XBP1). 330,000 tested, 0.33% active. AID 463104. CHO-XBP1 luciferase reporter, IRE1-XBP1 UPR activation, luminescence; percent of tunicamycin response, DMSO as zero. activation, % at 20 µM;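 active = versus positive control, 20 µM dose yields 30% or more activation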;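 note: 100% = tunicamycin at 10 µg/mL and 0% = DMSO only wells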
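Material: CHO cell line with stable XBP1 luciferase reporter; schedule: 16-18 h cell attachment at 37 °C, then 6 h compound exposure; signal: glow luminescence from Steady-Glo reagent; medium: serum-containing F12 medium, 10% FBS; benchmarks: tunicamycin 10 µg/mL and vehicle-only wells; read-out: percent activation relative to tunicamycin reference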
APJ antag: antagonists of human APJ apelin receptor | inhibition, % at 20 µM | 330,000 tested, 0.32% active | CHO-K1 APJ beta-arrestin complementation, luminescence | AID 2521;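 active = inhibition above about 40% at 20 µM, limit read from the data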;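 note: cells challenged with 10 nM apelin-13 agonist together with compound; plate controls were apelin-13 plus DMSO wells for no effect and DMSO wells lacking apelin-13 for full effect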
Target sequence (P35414 whole entry, looked up): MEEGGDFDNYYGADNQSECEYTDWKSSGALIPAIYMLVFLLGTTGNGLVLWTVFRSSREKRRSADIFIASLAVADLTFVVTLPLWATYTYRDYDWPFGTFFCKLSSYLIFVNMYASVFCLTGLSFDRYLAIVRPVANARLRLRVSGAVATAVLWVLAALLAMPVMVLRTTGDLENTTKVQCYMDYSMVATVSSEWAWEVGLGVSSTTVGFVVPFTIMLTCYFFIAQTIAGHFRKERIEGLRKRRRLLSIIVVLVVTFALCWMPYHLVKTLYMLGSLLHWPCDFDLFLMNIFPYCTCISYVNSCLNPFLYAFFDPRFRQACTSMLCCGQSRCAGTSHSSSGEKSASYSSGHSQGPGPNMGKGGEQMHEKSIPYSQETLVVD
tim10-1 inh: growth inhibitors of tim10-1 mutant yeast; S. cerevisiae tim10-1 ts strain growth, BacTiter-Glo, 24 h; inhibition, % at 20 µM; 330,000 tested, 2.2% active; AID 463190;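 active = inhibition of at least 40%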;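 note: mutant grown at 25 °C; 0% = DMSO wells with yeast and 100% = wells holding no yeast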
APJ ag: APJ receptor agonism; P35414; 330,000 tested, 0.11% active; activation, % at 20 µM; CHO-K1 APJ PathHunter beta-arrestin, luminescence; 0% DMSO wells, 100% apelin; AID 2520;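 active = activation more than six SD over the plate average, tested at 20 µM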;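 note: 0% = DMSO alone and 100% = apelin-13 at 10 nM; some results filed as inactive read as strong as hits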
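Test system: CHO-K1 APJ beta-arrestin complementation cell line. Amount: cell density 1000 per well. Controls: DMSO negative, 10 nM Apelin-13 positive. Signal: luminescent beta-gal fragment complementation, chemiluminescent substrate. Read-out basis: agonist-driven arrestin binding to APJ. Timing: compound stimulation 90 min at 25 °C, detection 60 min.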
Mdm2 MdmX PPI: inhibitors of human Mdm2/MdmX interaction; O15151+Q00987; SaOS-2 split-luciferase Mdm2/MdmX complementation, luminescence; inhibition, % at 8 µM; 330,000 tested, 3% active; AID 485346;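 active = inhibition of at least 50% at 8 µM in the primary screen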
Numbers without * were called inactive; . = no result given.

SMILES	CHOP UPR activ	tim23-1 inh	TIM10 inh	CXCR6 inh	UPR XBP1 act	APJ antag	tim10-1 inh	APJ ag	Mdm2 MdmX PPI
Cn1nc(C(F)(F)F)c(-c2ccc(Br)cc2)c1NC(=O)c1cccnc1	1.6	9	12	3	0	23	23	0	19
COc1cccc(N=C2CC(C)(C)CC(=O)/C2=C(/O)c2ccccc2)c1	1.8	38	13	7	-3	-17	43*	-1	-5
Cc1cccc(Nc2ccc(C(=O)N3CCOCC3)cn2)c1	1.3	14	-4	2	-2	-4	-7	2	6
COc1ccccc1N1CCN(CCCNC(=O)Cn2ncc3c([nH]c4ccccc43)c2=O)CC1	1.2	16	1	4	-5	14	1	0	2
O=C(NCc1ccc(N2CCCC2=O)cc1)C1CCC(=O)N(Cc2ccccc2F)C1 (stereo not given)	-1.5	2	4	-4	-2	-10	4	-2	-27
CC1(C)Cc2c(sc3nc(-c4ccccc4Cl)n(N)c(=O)c23)CO1	0.9	35	20	-1	2	0	22	-2	18
O=C(CC1SC(=Nc2ccccc2)N(CCCCO)C1=O)NCc1ccccc1 (stereo not given)	-2.6	7	3	-1	-3	-12	8	-4	0
O=C(N/N=C/c1ccc(OCCCF)cc1)c1cc(OCC(F)(F)F)ccc1OCC(F)(F)F	2.0	10	9	-5	-1	1	13	-2	30
Cc1ccc(C(=O)OCC(=O)NC(C)C)cc1S(=O)(=O)N1CCOCC1	-1.3	13	0	4	0	-24	-5	-2	-2
COC(=O)Nc1ccc(S(=O)(=O)N2CCCC(C(=O)N3CCN(C)CC3)C2)cc1 (stereo not given)	-1.4	-4	-12	7	-3	-14	-4	-1	24
COc1cc(/C=N/NC(=O)C(=O)NCC2CCCO2)ccc1O (stereo not given)	2.1	0	-2	1	0	9	-3	-2	0
CCOC(=O)N1CCN(c2ncnc3scc(-c4ccccc4)c23)CC1	1.2	28	9	-14	0	9	32	-1	28
Cc1ccc(N(CC(=O)NCc2ccncc2)S(C)(=O)=O)cc1Cl	-2.3	12	-1	-5	-1	9	8	3	-10
Cc1ccc(C(=O)CNc2ccccc2)cc1	5.9	4	-3	47*	-4	44*	22	-15	-21
Nc1ncn(-c2ncc(C(F)(F)F)cc2Cl)n1	0.2	2	15	0	2	-6	7	-2	-6
CC(NC(=O)OCc1ccccc1)c1ccccc1 (stereo not given)	0.6	-7	-8	-3	0	19	-7	-1	21
CCn1cc(C(=O)NCCCN2CCC(C)CC2)c2cc(OC)c(OC)cc2c1=O	0.3	2	1	-1	-2	4	2	-2	-16
CC(C)(C)C1=Nn2c(nnc2-c2n[nH]c3c2CCC3)SC1	-0.3	14	8	-1	-3	-7	-1	2	-4
COc1ccc2c(c1)N(C)/C(=C/c1cccc[n+]1C)S2	-1.6	18	-9	3	-1	24	11	-4	72*
c1ccc(-c2nnc(-c3ccco3)n2-c2ccccc2)cc1	-0.1	9	2	4	0	11	14	-8	9
C=CCn1c(SCC(=O)N2CCCC2)nc2scc(-c3cccs3)c2c1=O	-0.3	7	-2	5	2	12	7	-3	11
O=C(CCN1CCCCCC1)Nc1ccccc1F	-1.2	-2	-7	12	-4	5	0	-3	16
N#CCCN(C(=S)NC(=O)c1ccco1)c1ccccc1F	-1.8	16	8	0	1	1	16	-4	10
CC(C)(C)c1cc(C(F)(F)F)nc(SCCCNC(=O)c2ccco2)n1	-1.1	18	-24	5	-3	11	-3	1	15
CCOC(=O)c1sc(NC(=O)C2CC(=O)N(c3ccccc3C)C2)nc1C (stereo not given)	0.6	5	7	9	4	-2	-10	1	8
CCCCN(C(=O)c1cc(Cl)nc2ccccc12)c1c(N)n(CCCC)c(=O)[nH]c1=O	1.5	12	1	-12	-2	9	3	6	9
O=C(c1cccc(F)c1)N1CCN(C(=O)C(c2ccccc2)c2ccccc2)CC1	1.8	17	10	1	-5	-1	-8	-2	-13
O=C(NCc1ccccn1)Nc1ccccc1C(F)(F)F	-1.1	-3	-1	-5	20	4	-22	-6	15
CS(=O)(=O)N1N=C(c2cccs2)CC1c1ccccc1O (stereo not given)	1.8	-27	-27	0	-2	24	-29	0	18
O=S(=O)(c1cccc(C(F)(F)F)c1)c1ccc(O)cn1	1.2	2	11	-1	-3	-2	2	-1	0
C=CCOc1c(Cl)cc(/C=N/O)cc1OC	-1.5	27	1	-6	-3	14	9	-3	30
Cc1ccc(NC(=O)c2cccc3cccnc23)cc1	5.7	65*	31	-4	0	16	42*	0	-67
N/C(=N/OS(=O)(=O)c1ccc([N+](=O)[O-])cc1)c1ccncc1	1.7	6	9	-25	1	-33	12	7	3
CN(CC(=O)Nc1ccc(F)cc1)C(=O)Cn1nnc(-c2ccccc2)n1	-0.7	-5	-3	-1	-4	4	-3	3	11
CCCCOCC1CC(CC#CCN2CCCCC2)C(=O)O1 (stereo not given)	-1.9	-2	-11	10	-2	1	3	-2	8
Cc1cccc(-n2c(N)cc(=O)nc2SCC(=O)Nc2nnc(CC(C)C)s2)c1	-1.0	-3	18	.	-3	13	12	-1	13
Cc1ccc(S(=O)(=O)CCC(=O)Nc2ccccc2N2CCCC2)cc1	-0.1	41	9	-2	-1	5	33	-2	-21
CN(Cc1ccc(F)cc1)C(=O)c1ccc(NS(=O)(=O)c2ccccc2)cc1	-0.3	4	-6	3	-2	10	5	-1	4
Cc1ccc2c(c1)N(CC(=O)NCC1CCCO1)C(=O)C(C)O2 (stereo not given)	3.6	3	-8	-6	0	2	7	1	10
O=c1oc2cc(O)c(Cl)cc2c2ccccc12	0.9	18	6	-2	0	3	5	-9	4
COC(=O)c1cn(CC(=O)Nc2ccc(F)cc2)c2ccccc12	-0.8	13	3	5	-3	-3	5	-1	-4
CCCC1(c2ccccc2)NC(=O)N(CC(=O)Nc2cc(C)on2)C1=O (stereo not given)	1.0	-9	-4	5	6	15	15	-2	22
CCCCOP(=O)(c1ccc(N(C)C)cc1)C(O)c1cc(OC)ccc1OC (stereo not given)	-0.5	27	-5	8	-3	-9	25	-3	10
C=CC(=O)N1c2ccccc2Sc2ccc(NC(=O)OCC)cc21	4.8	17	11	-1	-3	-5	25	4	87*
Cn1cccc1CC(=O)NNC(=S)Nc1ccc(Cl)cc1Cl	0.9	14	9	11	-1	26	32	-8	4
COc1cc(Cl)ccc1OCc1cc(C(=O)N2CC[C@@H]3CCCC[C@H]3C2)no1	4.2	39	16	-8	-1	6	36	-5	-68
CNc1cc(C)nc(N2CCOCC2)n1	0.0	8	10	4	-2	5	9	-4	-3
CCC(C(=O)N1CCN(C(=O)c2ccco2)CC1)n1sc2ccccc2c1=O (stereo not given)	-0.9	30	12	1	-2	1	39	-2	22
CCOC(=O)N1CCC(NC(=O)C2CCN(C(=O)N3CCOc4ccccc43)CC2)CC1	0.9	9	-14	1	-2	-10	7	4	12
CCOc1ccc(NC(=O)CSc2nc3cccnc3n2CCOC)cc1	1.0	1	18	-8	-2	7	-3	4	1

At a glance, part of the list above:
SMILES	CHOP UPR activ	tim23-1 inh	TIM10 inh	CXCR6 inh	UPR XBP1 act	APJ antag	tim10-1 inh	APJ ag	Mdm2 MdmX PPI
COc1cc(Cl)ccc1OCc1cc(C(=O)N2CC[C@@H]3CCCC[C@H]3C2)no1	4.2	39	16	-8	-1	6	36	-5	-68
CNc1cc(C)nc(N2CCOCC2)n1	0.0	8	10	4	-2	5	9	-4	-3
CCC(C(=O)N1CCN(C(=O)c2ccco2)CC1)n1sc2ccccc2c1=O (stereo not given)	-0.9	30	12	1	-2	1	39	-2	22
CCOC(=O)N1CCC(NC(=O)C2CCN(C(=O)N3CCOc4ccccc43)CC2)CC1	0.9	9	-14	1	-2	-10	7	4	12
CCOc1ccc(NC(=O)CSc2nc3cccnc3n2CCOC)cc1	1.0	1	18	-8	-2	7	-3	4	1

Remaining list, next part.
SMILES	CHOP UPR activ	tim23-1 inh	TIM10 inh	CXCR6 inh	UPR XBP1 act	APJ antag	tim10-1 inh	APJ ag	Mdm2 MdmX PPI
N#Cc1ccc(CN2C=NS(=O)(=O)c3ccccc32)cc1	-2.6	16	-10	-5	-4	0	19	-2	1
Cc1ccc(NC2=NCCCCC2)cc1C	-0.4	-16	3	5	-1	1	-1	0	24
Cc1ccc(C(=O)NC(Cc2cccc(F)c2)C(=O)O)cc1 (stereo not given)	25	22	-5	0	0	.	2	.	1
COc1cccc(CSc2nc3ccccc3[nH]2)c1	5.5	42	30	-2	4	3	3	-4	-163
CCn1cc(C(=O)NC2CCCCC2)c(=O)c2cc(S(=O)(=O)N(C)C)ccc21	0.6	-1	-8	4	0	10	2	-3	21
CC(C#N)(NC(=O)CN1CCN(S(=O)(=O)c2ccccc2Cl)CC1)C1CC1 (stereo not given)	0.6	1	-8	6	-1	4	3	-3	31
O=C(Nc1ccon1)c1cccc(S(=O)(=O)N2CCCC2)c1	-0.2	0	3	-1	0	-3	3	-3	1
CN1CCN(CCP(=O)(c2ccccc2)c2ccccc2)CC1	-2.8	-31	-16	-2	-3	-3	-4	3	5
COc1ccc(Cl)cc1NC(=S)N1CCCC1	-0.3	16	10	3	3	-33	37	1	-44
CCn1cc(C2N3CC4(C)CN2CC(C)(C3)C4=O)c2ccccc21 (stereo not given)	-2.5	12	2	5	-2	-1	6	0	13
COc1cc(C2(c3ccc(O)c(OC)c3)C(=O)N(C)c3ccc(C)cc32)ccc1O	0.4	14	14	-4	0	10	11	0	11
O=C(C1CCCO1)N1CCN(C(=S)NC2CC2)CC1 (stereo not given)	-3.2	4	-10	-11	-5	-11	-5	-2	-19
Cc1cccc(C)c1NC(=O)C1NC(=O)CC1c1ccccc1 (stereo not given)	-1.5	20	1	-5	-1	6	21	-2	-44
Cc1nnc(NC(=O)CCSc2ccc(Cl)cc2)s1	4.8	0	9	3	-1	4	2	-2	-37
CC(=O)NC(=S)Nc1ccccc1F	0.3	-12	-7	-2	0	-23	2	-4	6
Cc1ccc(C)c(S(=O)(=O)Nc2ccc(C(N)=O)cc2)c1	-1.0	-2	2	9	0	3	15	0	6
COc1ccccc1C(=O)NCCC(=O)Nc1ncccc1C	-0.6	6	7	-6	-8	8	8	-1	24
O=C(COC(=O)/C=C/c1cccc([N+](=O)[O-])c1)NCc1ccco1	0.4	-6	-2	6	2	-9	-4	-4	-26
CC(=O)Nc1ccc(NC(=O)CN2CCN(c3ccccn3)CC2)cc1	3.5	24	13	0	-4	5	-4	-4	29
CCN(CC)CCCNC(=O)c1cc2c(-c3ccc(Cl)cc3)nn(C)c2s1	2.7	6	7	-5	-1	11	22	1	64*
CCSc1nnc(SCC(=O)N2CCN(C(=O)c3ccco3)CC2)s1	2.6	-2	2	3	0	19	-4	3	21
O=C(NC1CCN(S(=O)(=O)c2ccccc2)CC1)c1ccc(F)cc1	0.0	-6	-8	-12	-2	5	-1	1	25

Only part of the results is shown; rates above refer to the full screens.
